Screening data from PubChem.
IL2 activator = IL-2 activation | IL-2 activation reporter assay, cell-based qHTS; stimulated with anti-CD3/CD4/CD28 beads; in transgenic mouse T cells | 360,000 tested, 0.065% active | activation, % (series mostly up to about 46 µM); in the data active = activation above about 50%; inconclusive = mostly about 30% to 49%; note: 0% is about no effect
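Screening format: compound pinned onto unstimulated transgenic mouse T cells, 60 min incubation, then anti-CD3/anti-CD4/anti-CD28 bead stimulation for 18 hours at 37 degrees C, followed by EGFP and DsRed detection.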
WRN helicase inh = WRN helicase (human) inhibition. 360,000 tested, 0.46% active. Q14191. WRN helicase unwinding, fluorescent forked duplex, kinetic. AID 651768. Potency, µM (highest dose often 114 µM), inactives show at the highest dose activity change, negative = inhibition, most hits filed as inhibitors; note: potency is the fitted concentration of half-maximal effect; % is set by controls: 0 for no effect and ±100 for the full control effect; nearly all actives have a fitted effect of over 55% in size
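Fluorescence dequenching readout, ex 525 nm/em 598 nm, kinetic mode: forked duplex DNA (100 nM final) with adjacent fluorophore and quencher unwound by WRN (20 nM final) with 2 mM ATP. Compound preincubation 15 min, room temperature.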
DRD3 antagonist = blocks the human D3 dopamine receptor; D3R cells, DiscoveRx beta-arrestin luminescence, antagonist mode; stronger effect = lower value; AID 652054; 360,000 tested, 2.5% active; P35462; max response, negative = inhibition, %; in the data active = max response below about -50%; inconclusive = no clear call, values can overlap the other calls; note: % is set by controls: 0 for no effect and ±100 for the full control effect; mostly tested at two doses, the higher about 12 µM
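Cells expressing the human receptor were seeded at 1500 cells/well, incubated overnight at 37 degrees C in 5% CO2, then exposed to library compounds with dopamine controls for 90 minutes at 37 degrees C before luminescent detection.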
GLP-1R agonist = agonists of human GLP-1 receptor. 380,000 tested, 0.007% active. P43220. Potency, µM (top dose mostly 45.6 µM), for inactives: at the highest dose activation, actives largely listed as activators. HEK293 GLP-1R CRE-luciferase, luminescence, 4-6 h; cells express a hypersensitive GLP-1R form; note: potency is the fitted concentration of half-maximal effect; % of control where 0% means no effect
HEK293 tox = cytotoxicity in counter-screen for GLP-1R inverse agonists; Potency, µM (series often up to 38.3 µM), inactives show at the highest dose activity change, negative = inhibition, usual class: inhibitors; 410,000 tested, 0.13% active; HEK293 cAMP-luciferase reporter cells, luminescence, 24 h; AID 624418;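 note: loss of luciferase light is scored as toxicity; potency is the fitted concentration of half-maximal effect; % is set by controls: 0 for no effect and ±100 for the full control effect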
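Seeding density was 200 cells/uL; after overnight-length (12 h) culture, 23 nL compounds went on for 24 h at 37 °C. Readout used a luciferase detection reagent, luminescence taken after 12 min at room temperature.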
D3 ag = D3 dopamine receptor (human) agonism | D3R DiscoveRx beta-arrestin cells, luminescence, 90 min | max activation, % | 410,000 tested, 0.58% active; in the data active = max activation above about 30%; note: 0% is about no effect; mostly tested at two doses, the higher about 12 µM
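Cells at 1500/well, incubated overnight, then treated with pinned compounds (dopamine as control) for 90 min at 37 degrees C. DiscoveRx reagent added for 30 - 60 minutes at room temperature; luminescence read.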
PI5P4Ka inh = blocks human PI5P4K alpha kinase activity | P48426 | PI5P4Kalpha enzyme, ADP-Glo luminescence, 60 min; stronger effect = lower value | max response, % | 330,000 tested, 1.2% active; active = max response of -50% or lower; inconclusive = between -30% and -50%; inactive = -30% or higher; note: value at the top dose of about 77 µM; % is set by controls: 0 for no effect and ±100 for the full control effect
Target sequence (P48426 whole entry, looked up): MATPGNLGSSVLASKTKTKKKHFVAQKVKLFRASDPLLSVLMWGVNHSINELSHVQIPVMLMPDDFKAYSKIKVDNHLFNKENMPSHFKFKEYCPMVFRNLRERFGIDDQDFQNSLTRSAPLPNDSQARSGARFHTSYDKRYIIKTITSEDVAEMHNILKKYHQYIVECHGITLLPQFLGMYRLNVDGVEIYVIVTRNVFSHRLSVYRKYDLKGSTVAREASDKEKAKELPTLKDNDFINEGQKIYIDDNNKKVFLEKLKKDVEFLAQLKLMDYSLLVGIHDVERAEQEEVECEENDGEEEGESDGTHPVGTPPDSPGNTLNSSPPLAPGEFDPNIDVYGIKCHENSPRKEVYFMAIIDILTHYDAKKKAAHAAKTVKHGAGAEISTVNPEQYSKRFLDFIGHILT
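ADP-Glo luminescence end-point after a 60 min room-temperature kinase reaction. PI5P4Kalpha and substrate in HEPES pH 7.4 buffer with EGTA, 0.1% CHAPS and 5% DMSO; ATP at 5 microM final.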
GLP-1R inv ag = acts as inverse agonist at human GLP-1 receptor. HEK293 GLP-1R CRE-luciferase, luminescence, 24 h; GLP-1R form is constitutively active. AID 624417. Potency, µM (series often up to 38.3 µM), for the others: at the highest dose activity change, negative = inhibition, usual class: inhibitors. 410,000 tested, 1.6% active; note: potency is the fitted concentration of half-maximal effect; % is set by controls: 0 for no effect and ±100 for the full control effect; nearly all actives have a fitted effect of over 55% in size
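qHTS in 1536-well format: reporter HEK293 cells expressing constitutive GLP-1R activity in DMEM + 10% Nu serum, 24 hr with compounds at 37 deg C, luminescence read after 12 min with detection reagent.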
PLK1 PBD block = inhibitors of human PLK1 polo-box domain binding. P53350. Plk1 PBD binding of FITC phosphopeptide, fluorescence polarization. Potency, µM, without a hit: max response, negative = inhibition, hits mostly inhibitors. 360,000 tested, 2.8% active; note: potency is the fitted concentration of half-maximal effect; series mostly up to about 57 µM; % is set by controls: 0 for no effect and ±100 for the full control effect; nearly all actives have a fitted effect of over 65% in size
Target sequence (P53350 whole entry, looked up, the tested form may be a part): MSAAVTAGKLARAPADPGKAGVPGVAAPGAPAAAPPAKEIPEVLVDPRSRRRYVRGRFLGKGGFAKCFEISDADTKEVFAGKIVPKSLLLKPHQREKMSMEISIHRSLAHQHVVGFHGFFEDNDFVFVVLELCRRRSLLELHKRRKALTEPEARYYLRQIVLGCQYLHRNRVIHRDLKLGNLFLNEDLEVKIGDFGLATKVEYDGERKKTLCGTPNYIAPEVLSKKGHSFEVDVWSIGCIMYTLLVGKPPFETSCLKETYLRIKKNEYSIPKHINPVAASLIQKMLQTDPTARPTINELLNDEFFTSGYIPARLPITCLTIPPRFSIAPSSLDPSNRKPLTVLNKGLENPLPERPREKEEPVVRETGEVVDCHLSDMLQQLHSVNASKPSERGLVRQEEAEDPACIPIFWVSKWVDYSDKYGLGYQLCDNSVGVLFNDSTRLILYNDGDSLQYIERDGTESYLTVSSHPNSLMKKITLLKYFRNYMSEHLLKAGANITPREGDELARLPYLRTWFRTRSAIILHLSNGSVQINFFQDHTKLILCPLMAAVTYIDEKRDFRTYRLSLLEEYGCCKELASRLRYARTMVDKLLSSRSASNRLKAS
The depositor's hits bear a star; ? = inconclusive; nt = no result given; & = joins results of further samples; [ ] = remark or other dose. Unless noted, calls come from the whole dose curve; as a rule, active = well fitted curve in the direction sought with a large enough effect; inconclusive = small, poorly fitted or top-dose-only effect, or another doubt; inactive = no such curve, though single readings can be large; an effect the other way counts as inactive or inconclusive.

smiles	IL2 activator	WRN helicase inh	DRD3 antagonist	GLP-1R agonist	HEK293 tox	D3 ag	PI5P4Ka inh	GLP-1R inv ag	PLK1 PBD block
O=C(/C(=C/c1ccccc1Cl)c1ccccc1)N1CCOCC1	0.4	2%	8	0%	15%	-13	-5	-10%	-3%
CC1CCCC(C)N1CCCNC(=O)C1CCCN(c2ncnc3c2nc2n3CCCCC2)C1 (stereo not drawn)	-3.5	-7%	6	7%	8%	-12	0	-2%	-6%
Cc1ccc(N2C(=O)[C@@H]3Cc4ccccc4CN3C2=O)cc1	-0.7	14%	12	-2%	-17%	0	nt	9%	-6%
COc1cc(-c2nc3ccc4ccccc4c3c3c2CCC3)cc(OC)c1OC	-1.9	-6%	0	7%	-13%	3	-2	-2%	0%
Cc1cc(Cl)ccc1NC(=S)NC(C)(C)C	0.5	2%	4	-4%	-8%	3	0	?	3%
COc1ccc(-c2noc(CSc3nnc(Cc4ccccc4)n3-c3cccc(C)c3)n2)cc1OC	-3.2	-15%	-10	4%	-25%	6	nt	?	3%
CCS(=O)(=O)N1Cc2ccccc2CC1C(=O)Nc1nc2ccccc2s1 (stereo not drawn)	-1.1	5%	-7	-9%	?	0	-30	?	-13%
CCOC(=O)C(CC)n1cnc2c(nnn2-c2ccccc2)c1=O (stereo not drawn)	-2.5	0%	19	-3%	-11%	1	12	-4%	5%
Cc1ccc(Cn2cc(SCC(N)=O)c3ccccc32)cc1	-1.8	9%	4	1%	2%	4	-1	10%	-6%
CC1=CC(c2ccccc2)n2ncnc2N1 (stereo not drawn)	-1.4	1%	-3	-3%	5%	1	-4	20%	-3%
Cc1ccc(C2=NN(C(=O)CCC(=O)O)C(c3cccc([N+](=O)[O-])c3)C2)cc1 (stereo not drawn)	-4.2	0%[57.1 µM]	-58*	-3%	0%	-15	-9	18%	-10%
CCN(CC)S(=O)(=O)c1ccc(Cl)c(NC(=O)COC(=O)/C=C/c2cc(OC)c(OC)c(OC)c2)c1	-0.6	-10%	8	3%	-2%	10	2	?	-2%
Nc1ccc(Oc2ncccn2)cc1	-0.2	-6%	-13	-7%	-15%	1	-22	15%	?
COc1ccc(NS(=O)(=O)c2cccc(C(=O)NNC(=O)c3ccc(C)o3)c2)cc1	0.3	-11%	-15	-1%	-20%	0	1	-10%	-7%
COc1ccc(C(C(=O)NC(C)(C)C)N(CCc2ccc(OC)c(OC)c2)C(=O)CCC(=O)Nc2cc(C)on2)cc1 (stereo not drawn)	-0.7	7%	-18	14%	4%	2	4	12%	-4%
Cc1ccc(OCC(=O)Nc2cccc(C)n2)c(C)c1	-0.7	12%	7	2%	-9%	-1	-5	1%	-7%
COc1cccc(C2C(C(=O)c3sc(C)nc3C)=C(O)C(=O)N2CCN2CCOCC2)c1 (stereo not drawn)	-1.3	-3%	-3	-2%	5%	1	-5	1%	-3%
CCN(CC)C(=O)c1ccc(S(=O)(=O)Cc2ccc(C)cc2)c([N+](=O)[O-])c1	-5.2	-9%	3	0%	-11%	-7	1	?	-6%
COc1ccc(S(=O)(=O)N(C)C[C@H]2Oc3ccc(NC(=O)Nc4ccccc4)cc3C(=O)N([C@H](C)CO)C[C@@H]2C)cc1	-0.3	0%	-23	-4%	-12%	2	-9	?	2%
COc1ccc(C=NNc2ccc(S(=O)(=O)Nc3ccccc3C(=O)O)cc2[N+](=O)[O-])c(OC)c1	-0.4	?	-14	2%	2%	3	-70*	-18%	30µM*
CC1CN(S(=O)(=O)c2ccc(NC(=O)c3cc(-c4ccccc4O)n[nH]3)cc2)CC(C)O1 (stereo not drawn)	-1.9	-13%	24	-6%	-23%	-2	0	?	-21%
COc1ccc(CN(C)S(=O)(=O)c2nnc(NC(=O)c3ccccc3Br)s2)cc1	0.6	-32%	6	-5%	3%	5	-15	-29%	-18%
Cc1cccc(N(C(=O)Nc2ccccc2)C2=NCC(C)S2)c1 (stereo not drawn)	0.0	4%	-18	20%	-11%	4	-17	42%[activator]	0%
COc1ccc(-c2nc3ccccc3o2)cc1NC(=O)CSc1ccc(Cl)cc1	-2.5	-1%	3	1%	-16%&-3%	6&5	5	18%&5%	-16%
O=C(NCc1ccncc1)c1ccc(Br)o1	-1.4	-7%	-17	18%	6%	-1	nt	42%[activator]	-10%
COc1ccc2c(c1)NC1(O)c3ccccc3C(=O)C21O (stereo not drawn)	-1.1	2%	-10	-5%	2%	-11	nt	-16%	-5%
COc1ccc(OC)c(S(=O)(=O)N2CCC(C(=O)Nc3cc(C)ccc3C)CC2)c1	-2.7	-10%[57.1 µM]	18	-3%	?	15	nt	-29%	-1%
O=C(NCCSc1ccccc1)c1ccccc1Cl	-2.4	?	?	7%	11%	-12	1	4%	-10%
COc1ccc(C(=O)N2CCN(C3CCN(Cc4ccccc4)CC3)CC2)cc1OC	-4.3	-33%	-15	-2%	16%	-5	-11	0%	-3%
O=C(Nc1ccc(NC(=O)c2ccccn2)cc1)C(=O)Nc1ccc2c(c1)OCCO2	-1.0	-3%	8	-3%	5%	2	2	2%	8%
CN(C(=O)NC(=O)C1=C(N2CCOCC2)/C(=C/c2ccccc2)CC1)S(C)(=O)=O	-0.4	-18%	7	-5%	105%[activator]	-3	nt	24%	-24%
COc1ccc(-c2cc(C(=O)Nc3ccc(C(N)=O)cc3)c3ccccc3n2)cc1OC	-1.4	1%	23	14%	-25%	-6	0	?	-1%
CC(C)NC(=O)CSc1nc2sccc2c(=O)n1-c1ccccc1	0.4	-16%	8	1%	3%	9	?	4%	-1%
Cc1ccc(C(=O)CCS(=O)(=O)c2ccc(F)cc2)cc1	-5.0	-20%	-10	-3%	?	-7	2	?	9.5µM*
COc1ccc(-n2c(=O)c(CCC(=O)N3CCC(C)CC3)nc3ccccc32)cc1	-0.4	-13%	1	6%	-6%	-6	-1	?	3%
COc1ccc(-c2cc(NC=O)c3ncc(-c4cnn(C)c4)n3c2)cc1	-0.2	-11%[57.1 µM]	7	?	-8%	3	-7	13%	?
Cc1ccc(NC(=S)N2CCC(NC(=O)C3CCCCC3)CC2)cc1C	0.2	2%[57.1 µM]	10	6%	-6%	-18	-4	-3%	-7%
Cc1ccc(C(=O)N/N=C/c2ccc(OC(=O)c3ccccc3Cl)cc2)cn1	-4.1	6%	31	4%	?	-24	-7	-14%	-7%
COc1ccc(N(CC(=O)N/N=C/c2ccc(OC3CSC3)cc2)S(=O)(=O)c2ccccc2)cc1	0.6	2%	?	14%	10%	-6	0	?	-8%
Cc1cccc(-c2cc3nc4c(c(N5CCOCC5)n3n2)CCCC4)c1	-1.7	-18%	17	3%	-2%	11	nt	?	-5%
Cc1sc2ncnc(N3CCC(C(=O)NNC(=O)c4ccccc4Cl)CC3)c2c1C	-4.2	-18%	19	-7%	7%	23	-6	-14%	-1%
O=[N+]([O-])c1cc(C(F)(F)F)ccc1NCCCCNS(=O)(=O)c1ccc(Cl)cc1	1.2	?	?	3%	-2%[1.53 µM]	-16	13	11%	6%
Cc1ccc(-c2ccc(=O)n(CC(=O)NCCN3CCCCC3C)n2)cc1 (stereo not drawn)	-0.7	1%	-24	-2%	-8%	-23	nt	-1%	0%
O=C(/C=C/c1cccs1)N1CCc2ccccc21	-0.5	-4%	12	-8%	1%	2	-10	?	2%
Cc1ccc(C(=O)CCC(=O)NCc2ccc(Cl)cc2)cc1	-1.4	-17%	-10	0%	-2%	0	-15	5%	-4%
CCCCC(=O)Nc1ccnc(-c2cccnc2)n1	-1.5	6%	27	5%	-1%	0	nt	0%	-5%
COCCCNC(=O)CC1C[C@H](C(=O)N2CCCCC2)[C@@]2(CCc3ccccc3)c3[nH]c4ccc(OC)cc4c3CCN2C1=O (stereo partly drawn)	-0.2	0%	5	-1%	-1%	3	-25	6%	?
O=C(Cn1cnc2ccccc21)NCc1ccccc1	2.9	10%	16	-2%	-1%	7	nt	-11%	-4%
O=C(Nc1nncs1)c1ccccc1NS(=O)(=O)c1cccs1	1.6	-10%	0	10%	9%	-4	12	-6%	-17%
Cc1ccsc1CN(C(=O)c1ccc([N+](=O)[O-])cc1)C1CCS(=O)(=O)C1 (stereo not drawn)	-0.5	-32%	-11	-3%	5%	1	-5	6%	-10%
CCOc1ncccc1C(=O)OCC(=O)c1cc(OC)ccc1OC	-1.7	-2%	-7	6%	2%	-6	-7	5%	-5%
O=C(NCCCNCc1ccccc1)c1ccc(/C=N/O)nc1	-2.1	7%	-23	-10%	5%	-9	1	0%	-10%
Cc1ccc(C)c(NC(=O)CN2C(=O)COc3ccc(S(=O)(=O)N4CCCC4)cc32)c1	-0.7	5%	7	-2%	-7%	2	-1	-31%	-5%
O=C(/C=C/[C@H]1O[C@@H](n2cnc3c(NC(=O)c4ccccc4)ncnc32)[C@H](O)[C@@H]1O)NCC1CCCCC1	-0.4	-2%	34	-5%	1%	8	-2	27%	1%
COc1ccccc1/C=C1\SC(=O)N(CCC(=O)N2CCCCC2CCO)C1=O (stereo not drawn)	-2.2	-3%	7	15%	-7%	0	-2	?	-3%
CCCNC(=O)c1ccccc1NC(=O)Cc1ccc(OC)c(S(=O)(=O)N2CCOCC2)c1	11	-5%	16	-8%	-5%	5	-5	-9%	-1%
Cc1cc(C)cc(NC(=S)N2CCN(c3ncc(C(F)(F)F)cc3Cl)CC2)c1	0.2	-1%	-7	5%	-5%	-5	1	-29%	-2%
Cc1cc(C)cc(NC(=O)[C@H](NC(=O)[C@@H]2Cc3ccccc3CN2)c2ccccc2)c1	-3.4	-5%	-108*	0%	?	-25	0	-29%	-10%
